Compound activity deposited in PubChem by several laboratories.
PERK inhibitor: inhibitors of human PERK kinase | CHO PERK-DD fusion, SEAP luminescence translation reporter | inhibition, % at 5.6 µM | 220,000 tested, 0.17% active;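 active = inhibition above the mean inhibition of all tested compounds plus 3 SD, set separately per screening campaign, cut at about 2.9% in these data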;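 also: PERK kinase domain activated by AP20187 dimerizer at 100 nM; 0% = DMSO with dimerizer and 100% = rapamycin at 8.4 µM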
Wee1 stabilizer: human Wee1 degradation inhibition, primary screen; HeLa Luc-Wee1K328M stability, luciferase luminescence; 100% = proteasome inhibitor MG132 effect; reporter increase, % at 5 µM; AID 1321; P30291; 220,000 tested, 1.2% active;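 active = activation above the mean of all tested compounds plus 3 SD, set per screening run, cut at about 8.8% in these data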;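 also: cells exposed to compound for 20 h before luminescence read; 0% = DMSO alone and 100% = MG132 at 30 µM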
Target sequence (P30291 whole entry K328M): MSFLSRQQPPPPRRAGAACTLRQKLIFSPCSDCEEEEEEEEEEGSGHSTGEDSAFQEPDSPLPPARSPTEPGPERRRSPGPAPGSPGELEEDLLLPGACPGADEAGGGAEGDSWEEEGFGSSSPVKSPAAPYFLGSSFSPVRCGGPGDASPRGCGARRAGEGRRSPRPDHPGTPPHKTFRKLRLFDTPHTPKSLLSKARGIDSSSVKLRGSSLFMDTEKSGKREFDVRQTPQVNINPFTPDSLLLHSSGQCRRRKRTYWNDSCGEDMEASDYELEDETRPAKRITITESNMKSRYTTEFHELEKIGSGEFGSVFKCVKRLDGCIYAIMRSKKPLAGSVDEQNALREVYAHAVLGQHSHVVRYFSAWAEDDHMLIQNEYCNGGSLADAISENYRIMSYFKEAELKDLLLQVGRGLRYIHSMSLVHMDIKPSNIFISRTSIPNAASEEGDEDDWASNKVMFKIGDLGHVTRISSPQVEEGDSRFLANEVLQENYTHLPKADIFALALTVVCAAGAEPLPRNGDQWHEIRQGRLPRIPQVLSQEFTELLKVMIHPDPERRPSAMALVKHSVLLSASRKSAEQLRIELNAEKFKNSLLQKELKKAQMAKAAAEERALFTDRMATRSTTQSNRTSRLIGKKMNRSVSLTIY
BaF3 parental: parental Ba/F3 viability inhibition as JAK2V617F counter-screen; CellTiter-Glo ATP luminescence; inhibition, % at 5.6 µM; 220,000 tested, 1.1% active;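 active = inhibition above a per-campaign cutoff, the mean inhibition of all tested compounds plus 3 SD, cut at about 27% in these data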;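 also: 0% = DMSO wells and 100% = JAK Inhibitor I control wells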
S1P4 antagonist: blocks the human S1P4 receptor. O95977. S1P4-expressing cells, antagonist mode, reporter read-out. inhibition, % at 4.98 µM. 220,000 tested, 0.26% active. AID 1510; in the data active = inhibition above about 29%;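 also: 0% = wells stimulated with agonist and 100% = vehicle wells without agonist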
Ba/F3 V617F tox: loss of viability in JAK2V617F-driven Ba/F3 cells; Ba/F3 EpoR-JAK2V617F viability, ATP luminescence; inhibition, % at 5.6 µM; 220,000 tested, 1.1% active;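 active = inhibition above the campaign mean plus 3 SD over all tested compounds, cut at about 24% in these data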;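 also: cytokine-independent growth of Ba/F3 cells driven by EpoR plus mutant JAK2; 0% = DMSO-treated cells and 100% = JAK inhibitor I control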
S1P4 ag: agonists of human S1P4 receptor | O95977 | S1P4-expressing cell line, agonist reporter assay | activation, % at 4.98 µM | 220,000 tested, 0.35% active; in the data active = activation above about 11%;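 also: 0% = DMSO vehicle and 100% = reference agonist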
Mdm2 ligase inh: blocks human Mdm2 ubiquitin ligase activity. signal enhancement, % at 5 µM. AID 1230. Q00987. cell-based MDM2 ubiquitination luciferase reporter, 2 h; 0 = plate control, 100 = twice control, blank-subtracted. 210,000 tested, 0.11% active;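 active = signal enhancement of 30% or more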;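 also: luminescence tracks abundance of the self-degrading MDM2-luciferase fusion protein; higher signal means inhibition of MDM2 E3 ligase activity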
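system = mammalian cells stably expressing self-ubiquitinating, self-degrading MDM2 E3–luciferase fusion | quantity = 2000 cells per well seeded | incubation = 4 h cell settling then 2 h compound exposure, 37 °C | signal = SteadyLite luminescence, 15 min reagent step | benchmarks = plate control and blank wells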
eIF4E-4G inh: inhibitors of eIF4E and eIF4G interaction in translation initiation; P63073+Q04637; TR-FRET eIF4E-eIF4GI(517-606) binding, 2 h; inhibition, % at 21.7 µM; 220,000 tested, 0.37% active; AID 782;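 active = inhibition above about 30%, limit read from the data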;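 also: 0% = full FRET control wells and 100% = background wells lacking eIF4GI fragment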
NPY-Y2 PAM-ag: potentiators or agonists of human neuropeptide Y receptor Y2; activation, % at 3.6 µM; 220,000 tested, 0.45% active; cells expressing NPY-Y2, potentiator/agonist read-out; P49146; in the data active = activation above about 27%;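 also: cells stimulated with NPY near EC25 plus isoproterenol at EC100; 0% = vehicle plus submaximal agonist and 100% = vehicle plus saturating agonist; some results beyond the cut were filed as inactive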
Target sequence (P49146 whole entry, looked up): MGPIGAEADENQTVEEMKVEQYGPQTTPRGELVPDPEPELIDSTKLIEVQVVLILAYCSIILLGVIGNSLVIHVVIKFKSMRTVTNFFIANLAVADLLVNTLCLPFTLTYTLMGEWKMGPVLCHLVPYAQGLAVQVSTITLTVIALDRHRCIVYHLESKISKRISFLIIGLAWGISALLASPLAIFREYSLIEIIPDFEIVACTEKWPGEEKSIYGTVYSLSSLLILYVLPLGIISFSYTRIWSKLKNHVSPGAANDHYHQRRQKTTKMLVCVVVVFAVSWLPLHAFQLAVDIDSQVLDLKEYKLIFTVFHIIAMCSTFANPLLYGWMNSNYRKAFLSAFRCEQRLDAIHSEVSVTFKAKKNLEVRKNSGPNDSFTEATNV
* marks the source's active call; other numbers are inactive results; nt = not tested or not shown; [ ] = remark or other dose.

SMILES	PERK inhibitor	Wee1 stabilizer	BaF3 parental	S1P4 antagonist	Ba/F3 V617F tox	S1P4 ag	Mdm2 ligase inh	eIF4E-4G inh	NPY-Y2 PAM-ag
Cc1ccc(-n2nnc3c(=O)n(Cc4ccccn4)cnc32)cc1C	1.2	-3	0	5	-2	-1.5	-16	-3	-17
Nc1c(-c2ccccc2)c(CSc2nc3ccccc3[nH]2)nn1-c1ccc(Cl)cc1	-1.6	0	11	-6	4	0.7	-10	-21	29*
N#C/C(=C\c1ccc(-c2ccccc2)cc1)c1nc(-c2ccco2)cs1	0.8	1	2	-23	-1	1.8	12	17	15
O=C(N/N=C/c1ccc[nH]1)c1cc(-c2ccc(Cl)cc2)nc2ccccc12	0.8	-2	8	-3	2	1.4	nt	6	-12
O=C(CSc1ccc(-c2cccc([N+](=O)[O-])c2)nn1)N1CCCCC1	1.4	1	7	-2	-2	0.8	1	-3	5
COc1ccc(C)cc1-n1nnnc1SCC1CCCCO1 (stereo not drawn)	-0.2	2	0	-10	-6	1.3	-27	12	-6
CCOC(=O)c1nnn(-c2nonc2-n2cccc2)c1CN1CCC(C)CC1	-0.6	0	2	-12	-1	-0.2	-1	6	-3
CCCCCSc1nc(N2CCOCC2)c2c(c1C#N)CC(C)(C)OC2	0.5	0	6	0	0	1.8	-11	5	-6
CCOc1ccc(CN2CCN(CC(O)Cn3c4ccccc4c4ccccc43)CC2)cc1 (stereo not drawn)	-1.6	5	4	42*	2	-0.5	2	7[fluorescence artefact?]	-34
CC(C)CCOc1ccc(C(=O)N2CCCC2C(=O)O)cc1 (stereo not drawn)	0.3	-1	0	-23	-1	1.3	-3	-2	-4
O=C1NN=COc2ccccc21	-0.1	-2	5	-12	1	1.8	-5	-4	9
O=C(CCC(=O)N(Cc1ccco1)C(C(=O)NC1CCCC1)c1ccncc1)Nc1cccnc1 (stereo not drawn)	1.9	-3	2	3	-1	-0.3	-4	-1	12
O=C(OC(C(=O)NCc1ccco1)c1ccc(Cl)cc1)c1cccs1 (stereo not drawn)	0.4	0	-6	-3	1	-0.9	nt	7	9
COC(=O)c1sccc1Oc1c(Cl)cccc1[N+](=O)[O-]	0.3	4	0	-14	-4	0.1	-23	2	21
CC12COC3(C(=O)Nc4ccc([N+](=O)[O-])cc4)CC1CCC32C (stereo not drawn)	0.5	-1	1	1	-4	2.4	-1	2[fluorescence artefact?]	-6
c1ccc(N2CCN(c3ccc4nncn4n3)CC2)nc1	0.8	-3	3	3	-1	3.2	-12	-3	-10
CCN1CCN(c2cc(C)c3cc(NC(=S)N4CCN(c5ccc(F)cc5)CC4)ccc3n2)CC1	-0.4	0	2	-32	0	1.4	-11	-4	7
COc1ccccc1Nc1nc(N)nc(CSC(=S)N2CCOCC2)n1	0.0	-1	-3	16	1	0.0	-4	-2	-9
CCN(CC)c1ccc(C2C(C(=O)OC)=C(C)NC(C)=C2C(=O)OC)cc1	0.2	-3	-1	-6	-1	0.3	-11	0[fluorescence artefact?]	12
Cc1ccc(NS(=O)(=O)c2cc([N+](=O)[O-])ccc2NNC(=S)Nc2cc(C)ccc2C)c(C)c1	-0.2	4	4	6	4	-0.6	-3	-1	11
CCc1nc(SCC(=O)N2CCOCC2)c2c(=O)n(C)c(=O)n(C)c2n1	1.1	-1	1	-14	-4	-0.7	-16	-8	6
Cc1ccc(Cl)cc1N1CCN(C(=O)C2CCN(S(=O)(=O)c3cccnc3)CC2)CC1	-2.0	-1	11	-5	2	0.3	-13	7	-3
O=C(Nc1ccccc1C(=O)N1CCCCCC1)c1ccc(Cl)cc1	0.3	-3	-3	1	0	1.7	14	-2	-4
CC(C)CC(NC(=O)C(NC(=O)OC(C)(C)C)C(C)C)C(=O)NC(CCC(=O)OCc1ccccc1)C(N)=O (stereo not drawn)	1.8	1	2	-20	-2	-1.6	nt	2	-2
Cc1cccc(OCCCC(=O)Nc2ccc(S(=O)(=O)N3CCCC3)cc2)c1	-0.3	0	2	6	-2	-2.0	-16	4[fluorescence artefact?]	11
CN1C(=S)SC(/[N+]([O-])=C/c2cccnc2)C1(C)C (stereo not drawn)	0.3	-1	1	-23	1	0.5	-7	-3	-10
Cc1ccc(Cn2c(SCC(C)C)nc3c2c(=O)[nH]c(=O)n3C)cc1	0.7	-3	7	-3	1	-0.8	-13	-29	-9
Cc1cc(-c2onc(C)c2C(=O)N/N=C/c2ccccc2)no1	0.7	2	0	-4	-3	0.4	-12	0	15
COc1ccc(OC)c2[nH]c(=O)c(CCNC(=O)c3ccc4c(c3)OCO4)cc12	-0.4	-2	1	-10	0	-1.1	-4	1	8
O=C(Nc1cccn2ncnc12)c1ccccc1	0.6	0	5	-4	2	2.3	-13	6	3
O=C(Nc1ccc2c3c(cccc13)CC2)c1ccc(Br)o1	-0.6	2	4	4	-2	-2.1	-10	-5	-2
COc1ccc(NC(=O)COC(=O)c2ccc(S(=O)(=O)N(C)c3ccccc3OC)cc2)c(OC)c1	0.8	1	8	-6	1	-2.1	5	0	-16
COc1cc(C(=O)NCC(=O)OCc2ccccc2Cl)cc(OC)c1OC	0.3	-1	8	14	6	0.1	-5	3	-31
Cc1c(OC(C(=O)O)c2ccccc2)ccc2c(-c3ccccc3)cc(=O)oc12 (stereo not drawn)	0.5	1	3	1	1	0.1	-7	-3	-7
CCN(CC)C(=O)CSc1nc2ccccc2o1	-0.2	0	4	-7	4	-0.4	5	6	-6
CCOC(=O)C1CCCN(C(=O)c2ccc(CS(=O)(=O)c3ccc(Br)cc3)o2)C1 (stereo not drawn)	-0.2	-2	1	-9	-2	1.8	0	2	0
Cc1ccc(NC(=S)NC2CCCC2)cc1	1.8	0	3	3	-3	-0.3	-15	1[fluorescence artefact?]	5
CCOC(=O)N1CCN(C(=O)C(C)N(c2ccccc2)S(C)(=O)=O)CC1 (stereo not drawn)	0.0	-3	5	4	7	-1.0	-12	8	-3
CC(C)(C)NC(=O)NC(=O)COC(=O)Cn1c(C(F)(F)F)nc2ccccc21	1.8	-2	3	-2	0	-1.0	-1	-1[fluorescence artefact?]	2
Cc1noc(C)c1S(=O)(=O)N(CCc1ccccc1)Cc1ccccc1	-0.7	0	5	-10	3	0.0	-8	-5	-23

3 entries out of the list, ordered by molar mass, descending:
SMILES	PERK inhibitor	Wee1 stabilizer	BaF3 parental	S1P4 antagonist	Ba/F3 V617F tox	S1P4 ag	Mdm2 ligase inh	eIF4E-4G inh	NPY-Y2 PAM-ag
CC(C)CC(NC(=O)C(NC(=O)OC(C)(C)C)C(C)C)C(=O)NC(CCC(=O)OCc1ccccc1)C(N)=O (stereo not drawn)	1.8	1	2	-20	-2	-1.6	nt	2	-2
CC(C)(C)NC(=O)NC(=O)COC(=O)Cn1c(C(F)(F)F)nc2ccccc21	1.8	-2	3	-2	0	-1.0	-1	-1[fluorescence artefact?]	2
CCOC(=O)N1CCN(C(=O)C(C)N(c2ccccc2)S(C)(=O)=O)CC1 (stereo not drawn)	0.0	-3	5	4	7	-1.0	-12	8	-3

More compounds
SMILES	PERK inhibitor	Wee1 stabilizer	BaF3 parental	S1P4 antagonist	Ba/F3 V617F tox	S1P4 ag	Mdm2 ligase inh	eIF4E-4G inh	NPY-Y2 PAM-ag
O=C(/C=C/c1ccccc1)N1CCCN(C(=O)/C=C/c2ccccc2)CC1	-0.9	1	1	-11	-5	1.1	-14	1	-13
CC1CCCCN1S(=O)(=O)c1ccc(C(=O)Nc2nnc(-c3ccccc3Cl)o2)cc1 (stereo not drawn)	2.2	0	5	-34	2	-0.9	-9	4	99*
N[C@@H](Cc1ccc(O)cc1)c1nnc([C@H](CC(=O)O)NC(=O)C2CCNCC2)o1	1.9	0	4	-6	-2	1.9	nt	-1	-2
O=C(N/N=C/C1CC=CCC1)c1cc(Br)ccc1O (stereo not drawn)	1.1	-3	4	22	0	-0.5	3	17[fluorescence artefact?]	-6
CCc1ccccc1N(C)S(=O)(=O)c1ccc2[nH]cc(C(=O)N3CCc4ccccc43)c(=O)c2c1	0.1	-1	6	17	1	3.3	-3	7	-16
O=C(CN1CCOCC1)Nc1c(-c2ccccc2)c2cc(Br)ccc2[nH]c1=O	-1.5	-2	4	-32	3	0.6	-3	-2	5
Fc1ccc(CNCCC(Cc2ccccc2)c2ccco2)cc1 (stereo not drawn)	-1.6	3	5	7	3	0.5	-9	-3	-20
CC(C)CNC(C)C(=O)Nc1ccc(S(N)(=O)=O)cc1 (stereo not drawn)	-0.2	0	2	-13	2	0.9	-14	3	9
CC(C)C(=O)Nc1ccc(NC(=O)c2cc3ccccc3o2)cc1	-0.7	-1	3	-3	3	0.6	-5	-5	-17
CCn1c(SCC(=O)Nc2cccnc2Cl)nnc1-c1ccccc1	-0.3	-1	3	-8	1	-2.3	-86	-3	2
CCn1nc(C)c(/C=N/NC(=O)Cn2nc(C)cc2C)c1C	-0.1	4	-2	-28	-8	-1.6	-7	0[fluorescence artefact?]	-3
Cc1ccc(Cn2c(=O)c3cccnc3n(CC(=O)Nc3cccc(C(F)(F)F)c3)c2=O)cc1	-0.3	-2	3	-1	-3	3.4	-14	2	-5
Cc1ccc(CSc2nnc(Cn3c(=O)sc4ccccc43)n2C)cc1	-0.2	-2	6	-17	-2	1.0	-14	-1	3
C=CCn1c(CCNC(=O)C(C)(C)C)nc2ccccc21	-0.7	0	4	-15	0	-0.4	1	-13[fluorescence artefact?]	13
COc1ccccc1/C=N\Nc1cc(C)nc(-n2nc(C)cc2C)n1	-0.6	0	8	-6	-2	-0.9	-16	-3	-5
COc1ccc(NC(=O)C(=O)NCc2ccncc2)c(OC)c1	-1.3	-2	5	-40	3	1.1	-15	1	-7
O=[N+]([O-])c1nn(-c2ccc3c(c2)OCCO3)n(O)c1=NCc1ccc(F)cc1	-0.6	6	5	-12	3	-0.1	-3	-15	7
Cc1ccc(NC(=O)COC(=O)CCc2ccc(S(=O)(=O)N3CCOCC3)cc2)cc1F	0.1	-1	3	-6	1	0.1	-31	3	7
Cc1ccc(C(=O)Nc2ccc3c(c2)ncn3C)cc1	0.4	0	4	-7	0	-0.5	-20	9	-4
CN(C)c1nc(N)nc(-c2nc3ccccc3s2)n1	1.0	12*	-3	-5	-6	1.1	-19	3[fluorescence artefact?]	11
Nc1nc(-c2ccccc2Br)cs1	0.1	-2	1	-2	-2	0.1	8	-1[fluorescence artefact?]	6
COc1cc2c(cc1OC)-c1cc(NC3CCCCCC3)nc(=O)n1CC2	0.3	-3	10	-15	5	-2.3	-12	0	-3
COc1ccc(-c2[nH]ncc2CN(C)C(C)c2ccon2)cc1F (stereo not drawn)	-0.3	0	5	9	-2	0.0	1	0	-13
CCOC(=O)CC(=O)CSc1nc2ccccc2c(=O)n1-c1ccc(C(=O)NCCOC)cc1	-0.3	-1	9	-2	3	-0.2	-7	2	-19
CC(=O)c1ccc(OCC(=O)c2ccc(-c3ccccc3)cc2)cc1	0.5	8	3	1	1	1.1	-14	3	-12
COc1cc2c(cc1NC(=O)CSc1cccc[n+]1[O-])oc1ccccc12	0.0	0	5	-14	1	2.0	-7	-2	2
COc1ccc(/C=N/NC(=O)C(C)n2cnc3ccccc3c2=O)cc1OC (stereo not drawn)	-0.7	0	3	-14	5	-0.9	-18	-3	-16
O/N=C/c1cc(Cl)ccc1OCc1ccccc1Cl	0.2	0	-2	-7	-2	3.8	-11	-6	-26
O=C(NCc1ccccc1)C1=C[C@H](C2CC2)C[C@H](OCc2ccc(CO)cc2)O1	0.9	1	0	-7	-6	-0.3	nt	0	7
COc1ccc(S(=O)(=O)Nc2ccccc2OC)cc1NC(=O)Cc1cccs1	-1.1	0	5	-9	2	1.1	3	15	-1

Compounds were not picked by outcome. About 4.1% of those tested had a hit in this group.
